# Screens as filed in PubChem.
# LDHA inh: LDHA (human) enzyme inhibition | purified LDHA, NADH/diaphorase-resazurin fluorescence; hits give low values | P00338 | AID 1347041 | activity change, % (values are at about 110 or 230 µM) | actives 0.15% (n = 480,000); in the data active means activity change below about -30%;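 further: plate controls were DMSO wells for no effect and wells without enzyme for full effect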
#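 Enzyme activity of human lactate dehydrogenase 5 (2 nM; 0.06 mM NADH, 0.2 mM pyruvate, 5 min, RT) is measured via a resazurin/diaphorase fluorescence readout of residual NADH.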
# Starred values were filed as active, the others as inactive.
SMILES	LDHA inh
CCCn1c(C2CC(=O)N(c3cccc(C(F)(F)F)c3)C2)nc2ccccc21 (configuration not stated)	0.5
CCCCCn1nc(C(=O)OCC(=O)Nc2ccc3c(c2)OCO3)c2ccccc2c1=O	7.0
Cc1ccc(-c2csc(Nc3ccc(S(N)(=O)=O)cc3)n2)cc1	-0.3
CCc1ccc(OCC(=O)Nc2ccc(S(=O)(=O)NC(C)(C)C)cc2)c(Br)c1	-2.7
COc1ccc(NCC(=O)NNC(=O)C(Cc2ccccc2)NC(=O)c2cccs2)cc1 (configuration not stated)	11.1
O=C(Nc1ccc(F)c(F)c1)c1nc2ccccc2nc1N1CCCCC1	1.4
COc1ccc(C(C)=O)cc1COC(=O)c1ccccc1Br	4.6
O=C(NN=C1CCCCC1)c1cc(-c2cccs2)nc2ccccc12	-3.7
Clc1cccc(CSc2nc(CN3CCOCC3)nc3ccccc23)c1	-10.4
Cc1nn(-c2ccccc2)c(C)c1CN(C)S(=O)(=O)c1ccc(F)cc1	-12.6
COc1ccc(Cl)c(NC(=O)c2sc3nc(-c4ccncc4)ccc3c2N)c1	-6.2
CN(Cc1ccccc1)C(=O)CSc1nnc(COc2ccc(Cl)cc2)n1C	1.0
COCc1nnc(NC(=O)C2CC(=O)N(CCc3c[nH]c4ccc(C)cc34)C2)s1 (configuration not stated)	7.6
O=C(NC1CCCCNC1=O)c1cc(=O)c2ccccc2o1 (configuration not stated)	-2.7
Cc1ccc2[nH]c(C)c(C(O)CN3CCC(Cc4ccccc4)CC3)c2c1 (configuration not stated)	5.4
CCN(C)Cc1cccc(CNC(=O)Cc2cccc(C(F)(F)F)c2)c1	-0.6
CCCn1nc(C(=O)NC(C)c2ccc(S(N)(=O)=O)cc2)c2ccccc2c1=O (configuration not stated)	9.0
Cc1cccc(C)c1NC(=O)Cn1c(=O)c2c(ncn2CC(C)C)n(Cc2ccccc2)c1=O	-0.1
CCOc1ccc(-n2c(SCC(=O)Nc3ccccc3OCC)nc3[nH]ncc3c2=O)cc1	2.3
COC(=O)NCc1cccc(Br)c1	-2.4
O=S(=O)(Nc1cccc2cccnc12)c1cc(F)ccc1F	2.6
O=C(Nc1cccc(C(F)(F)F)c1)c1c(Cl)cccc1Cl	6.2
Cn1c(=O)c2c(nc(Cl)n2Cc2ccc(-c3ccccc3)cc2)n(C)c1=O	7.1
Cc1nc2cc(NC(=O)c3cccc(OC(F)F)c3)ccc2o1	-8.3
COc1ccc(N2CCN(C(=O)C(=O)c3cc(OC)c(OC)c(OC)c3)CC2)cc1	5.2
CN(Cc1ccccc1F)S(=O)(=O)c1cn(C)c(=O)n(C)c1=O	-1.2
CC(C)n1cc(NC(=O)c2ccc(F)cc2)cn1	-0.3
Cc1cc(C)n(-c2nc3ccccc3nc2Nc2ccc(Cl)cc2)n1	-11.3
COc1ccc(CNC(=O)C(c2ccccc2)c2ccccc2)cc1	10.5
O=S1(=O)CCN(C2CCCCC2)c2c(F)nc(F)c(F)c21	-22.0
CC(NC(=O)C1CCN(c2nc3ccccc3o2)CC1)c1ccccc1 (configuration not stated)	11.2
Cc1cccc2sc(NC(=O)NC3CC(=O)N(c4ccc5c(c4)OCCO5)C3)nc12 (configuration not stated)	-11.8
Cc1cccc(NC(=O)CC2(C(=O)O)CCCC2)c1C	-0.7
COc1ccc2cc(C(=O)NC3CCN(C4CC4)C3)c(C)nc2c1 (configuration not stated)	1.4
Cc1c2cnn(CC(=O)NCc3cccs3)c(=O)c2c(C)n1Cc1ccccc1	-0.3
COc1ccc(N(Cc2cccs2)C(=O)Cn2nnc(-c3cccc(OC)c3)n2)cc1	-4.3
Cc1ccc(NC(=O)C2CCCN(S(=O)(=O)c3ccc4[nH]c(=O)oc4c3)C2)cc1 (configuration not stated)	0.0
O=C1NC[C@H](CCCCN2C[C@H](Cc3ccccc3)N(Cc3ccccc3)C(=O)C2=O)N(CCc2ccccc2)C1=O	-7.2
COc1cc(OC)cc(-n2nc(C(=O)Nc3cc(OC)c(OC)c(OC)c3)c3ccccc3c2=O)c1	-4.2
Cc1ccc2c(C)c(CCC(=O)N(C)Cc3ccc4c(c3)OCO4)c(=O)oc2c1	0.1
CCOc1ccc2nc(N3CCCC(C(=O)NCCc4ccc(OC)c(OC)c4)C3)sc2c1 (configuration not stated)	7.0
c1ccc2c(CN3CCN(Cc4c[nH]c5ccccc45)CC3)c[nH]c2c1	-0.5
CCCOc1ccc(C(N)=O)cc1	1.3
COc1ccc(C(=O)/C=C/c2ccccc2F)cc1CSCC(=O)O	1.1
CCOc1cc(OCC)cc(C(=O)Nc2ccc3oc(-c4ccc(OC)c(OC)c4)nc3c2)c1	-3.4
CCN(CC)C(=O)CSc1nc2c(cc1C#N)CCCC2	-7.8
O=C(Nc1ccc(C23CC4CC(CC(C4)C2)C3)cc1)c1ccc(Br)cc1	-1.9
CC(C)Cn1c(-c2csnn2)nc2c1c(=O)[nH]c(=O)n2CC(C)C	0.0
CC(C)(c1ccc(Oc2ccc(C(=O)O)c(C(=O)O)c2)cc1)c1ccc(Oc2ccc(C(=O)O)c(C(=O)O)c2)cc1	5.6
CCOc1ccc(NC(=O)c2ccc3c(O)c(S(=O)(=O)c4ccc(Cl)cc4)c(=O)[nH]c3c2)cc1	-3.4
Cc1cc(C)cc(C(=O)NC2CCCCCCC2)c1	7.3
COc1ccccc1-c1c(C)nn2c(SCC(=O)NCc3cccnc3)cc(C)nc12	9.9
Cc1ccccc1-c1nc(-c2ccccc2OCC(=O)N2CCCC(C)C2)no1 (configuration not stated)	-1.4
Cc1c(C(=O)N2CCC(C)CC2)c(S(=O)(=O)NCCc2ccccc2)c(C)n1C	-0.2
COC(=O)c1ncoc1-c1ccccc1C(=O)N1CCN(c2cc(C)ccc2C)CC1	0.9
O=C1CC(c2ccc(Cl)cc2)c2sc(C(=O)O)c(-c3ccc(F)cc3)c2N1 (configuration not stated)	7.7
O=S(=O)(c1ccccc1)N1CCN(Cc2coc(-c3cccs3)n2)CC1	0.6
COc1cccc(-c2nnn(CC(=O)N3CCC(c4nc5ccccc5s4)CC3)n2)c1	1.0
Cc1cc(Br)ccc1SCC(=O)OCC(=O)NC12CC3CC(CC(C3)C1)C2	-2.0
CCCCCCCn1c(N2CCOCC2)nc2c1c(=O)[nH]c(=O)n2C	-10.3

# Arranged by count of non-hydrogen atoms (high to low): part of the list above.
SMILES	LDHA inh
COc1cccc(-c2nnn(CC(=O)N3CCC(c4nc5ccccc5s4)CC3)n2)c1	1.0
Cc1c(C(=O)N2CCC(C)CC2)c(S(=O)(=O)NCCc2ccccc2)c(C)n1C	-0.2
O=C1CC(c2ccc(Cl)cc2)c2sc(C(=O)O)c(-c3ccc(F)cc3)c2N1 (configuration not stated)	7.7

# Following part.
SMILES	LDHA inh
CCN(CC(=O)Nc1ccc(NC(C)=O)cc1)Cc1coc(-c2ccccc2)n1	-0.3
Cc1cc(Cl)cc2c(C=O)c(C(C)(C)C)[nH]c12	1.8
CC1CCC(C(=O)NC(Cc2ccccc2)C(=O)O)CC1 (configuration not stated)	5.0
COc1cccc(C2c3c(ncn(-c4ccc(F)cc4)c3=N)Oc3ccc4ccccc4c32)c1 (configuration not stated)	-2.1
O=C(NCc1ccccc1S(=O)(=O)N1CCOCC1)c1ccc(Cl)cc1O	0.0
CN(CC(=O)NC(C)(C)C)C(=O)c1ccc2ccccc2n1	-32.5*
COc1ccc(C2=NS(=O)(=O)N(C)C(C(=O)N3CCCC3)=C2)cc1	-24.7
O=C(NC1CCCCCC1)c1ccc(Oc2nccnc2N2CCCCC2)cc1	2.5
Cc1ccc(CN(C(=O)CCCc2cccs2)C2CC2)cc1	3.0
CCOC(=O)c1nc(Nc2cccc(C)c2C)c2ccccc2n1	-2.3
CC1(C)CC(=O)C2=C(C1)OC(N)=C(C#N)C2c1ccc(-c2ccccc2Cl)o1 (configuration not stated)	-0.4
CC(C)OC(=O)c1cccc(NC(=O)C2=Cc3ccccc3OC=C2)c1	-2.9
COc1ccc(OC)c(/C=C2\Oc3cc(OS(=O)(=O)c4ccccc4)ccc3C2=O)c1	31.7
CCOC(=O)/C=C/c1cc(F)ccc1O	0.8
CCc1cc(=O)oc2c(C)c(OCC(=O)NCCCN(C)C)ccc12	13.8
Cc1cc(C)cc(NC(=O)CSc2ncnc3ccccc23)c1	2.1
Cc1c(C(=O)Nc2cccc(Cl)c2)sc2ncnc(N(C)c3ccccc3)c12	10.5
CCCCCCc1ccc(Nc2cccc(C)c2)cc1O	-7.6
CC(C)n1c(SCC(=O)NCc2ccccc2)nnc1-c1ccc2c(c1)OCCCO2	0.1
CC(=O)Nc1ccc(NC(=O)c2cc3c(=O)n4ccccc4nc3n2C)cc1	8.6
CC(=O)c1cccc(OCC(O)COc2cc3sc(C)nc3c3sccc23)c1 (configuration not stated)	27.0
O=C(Nc1ccccc1)c1occc1-c1ccccc1	-5.6
COCCn1c(C)c(C)c(S(=O)(=O)c2ccccc2)c1NC(=O)C(C)C	-1.2
Cc1noc(C)c1S(=O)(=O)Nc1c(NC2CCCCC2)c2ccccc2oc1=O	2.7
CCN(Cc1ccccc1)C(=O)C1CCN(Cc2ccc(C(F)(F)F)cc2)CC1	4.1
O=C(COC(=O)c1cc(Cl)ccc1[N+](=O)[O-])Nc1ccc2c(c1)OC(F)(F)O2	-9.9
CCOC(=O)c1cnc2c(Cl)cccc2c1Nc1cccc(C)c1	-0.7
O=C(Nc1nccs1)C1CC(=O)N(Cc2ccccn2)C1 (configuration not stated)	13.2
Cc1cccc(C(=O)N(C)C2CCN(CCc3ccccn3)CC2)c1	-1.2
O=C(CCc1ncc(-c2ccccc2)o1)Nc1ccc(OCc2ccccc2)cc1	4.1

# Shown as a hit in LDHA inh, among the entries above:
SMILES	LDHA inh
CN(CC(=O)NC(C)(C)C)C(=O)c1ccc2ccccc2n1	-32.5*

# (more compounds)
SMILES	LDHA inh
O=C(NCc1cccnc1)c1ccc2c(c1)N(Cc1ccccc1F)C(=O)c1ccccc1S2=O (configuration not stated)	0.5
CCC(C)NC(=O)Cc1csc(NC(=O)Nc2ccccc2)n1 (configuration not stated)	5.8
CCCn1nc(C(=O)OCc2nnc(-c3ccccc3)o2)c2ccccc2c1=O	0.2
C(#CCN1CCN(C(c2ccccc2)c2ccccc2)CC1)COC(c1ccccc1)c1ccccc1	1.2
Cc1ccc2oc(C(=O)NCC3(N(C)C)CCCCCC3)cc(=O)c2c1	-2.8
CC(C)CNC(=O)C(=O)Nc1cccc2[nH]ccc12	-5.5
c1ccc(-c2nc(N3CCCC3)c3ccccc3n2)nc1	-1.5
CN(C)CCNC(C(=O)O)c1c[nH]c2cc(F)ccc12 (configuration not stated)	-5.2
CC(OC(=O)c1ccc2c(c1)NC(=O)CS2)C(=O)c1c[nH]c2ccccc12 (configuration not stated)	0.2
O=C(Cc1ccc(-c2ccccc2)cc1)NC1(C(=O)O)CCCCC1	-0.3
CC(=O)Nc1ccc(NC(=O)c2cn(C)c3ccccc23)cc1	-1.3
COc1ccc(C=O)cc1CSc1ccc(C)cc1	7.9
CSc1ccc(Cl)c(C(=O)Oc2cccc(Cl)c2Cl)c1	-8.2
CC(C)Sc1ccccc1C(=O)O	-1.2
COc1cc(OC)c(OC)cc1CNC(=O)Cc1cccc(C(F)(F)F)c1	8.4
O=C(CSc1nncs1)N(Cc1ccc(F)cc1)C12CC3CC(CC(C3)C1)C2	4.6
Cc1cc2c(s1)c1cnn(Cc3cc(OC(F)(F)F)ccc3F)c(=O)c1n2C	-6.1
CCCCn1c(=O)[nH]c(=O)c2c1nc(CSc1nnnn1CC(C)C)n2CC	-7.1
CCC(=O)Nc1ccc(C(=O)CSc2nnc(C3CC3)n2Cc2ccccc2)cc1	-11.1
COc1ccc(Cl)cc1NC(=O)COC(=O)c1[nH]c(C)c(C(C)=O)c1C	8.3
COC(=O)c1[nH]c2ccc(F)cc2c1NC(=O)CCN1CCC(C(N)=O)CC1	9.2
Cc1ccc(C)c(-n2nnc(C(=O)NC(C)C)c2N)c1	3.7
Cc1oc2cc(OC(=O)c3ccco3)ccc2c(=O)c1-c1ccccc1	-15.1
Cc1ccc(Sc2nc(C)cs2)cc1	-3.3
CCCNc1nc2c(c(=O)[nH]c(=O)n2C)n1CCO	4.9
CCCCCCCCCCC(=O)N/N=C(/C)c1cccc(NC(=O)c2ccc(Cl)cc2Cl)c1	-0.5
CCCCCCCCN1C(=O)[C@H](CC(=O)N2CCSCC2)C[C@@]2(C(=O)OC)CCCCC=C12	5.2
COc1ccccc1C(CC(=O)c1ccccc1)C(=O)c1ccccc1 (configuration not stated)	-1.1
Cc1ccc(NC(=O)CCc2ncc(-c3c(F)cccc3F)o2)cc1C	-15.6
Cc1ccc(C(=O)/C=C/c2cc3ccccc3nc2N2CCOCC2)cc1	-11.3

# Reprinted from the part before: 2 entries; new compounds follow.
SMILES	LDHA inh
Cc1ccc(NC(=O)CCc2ncc(-c3c(F)cccc3F)o2)cc1C	-15.6
Cc1ccc(C(=O)/C=C/c2cc3ccccc3nc2N2CCOCC2)cc1	-11.3
Cc1[nH]c2ccccc2c1C(=O)CSc1nnc(CC(C)c2ccccc2)o1 (configuration not stated)	2.9
Cc1c(CCC(=O)NCCc2ccccc2F)c(=O)oc2c(C)c(O)ccc12	4.9
Cc1ccn2c(=O)cc(CSc3ccccc3NS(=O)(=O)c3ccc(C(C)C)cc3)nc2c1	-4.2
CC(=O)NC12CC3CC(C1)CC(C(=O)NCCc1ccc(F)cc1)(C3)C2	15.0
N#Cc1ccc(CN2CCc3cc(S(=O)(=O)N4CCOCC4)ccc32)c(F)c1	3.1
COC(=O)COc1ccc2c(=O)c(-c3ccc4c(c3)OCCO4)coc2c1	1.3
N#CCCN(Cc1ccccc1)C(c1ccnc2ccccc12)c1nnnn1-c1ccc2c(c1)OCCO2 (configuration not stated)	3.3

# This is a subset; count on the stated rates, not on these rows.
